High-throughput results (PubChem BioAssay)
rTrxR1 inhibitor: rat TrxR1 inhibition. O89049. recombinant rTrxR1, NADPH fluorescence consumption, selenite substrate. Potency, µM (top dose mostly 114 µM), without a hit: at the highest dose activity change, negative = inhibition, most hits filed as inhibitors. actives 1% (n = 390,000); also: potency is read from the fitted curve at half-maximal effect; % is scaled to controls: 0 for no effect and ±100 for the full control effect; nearly all actives have a fitted effect of over 65% in size
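Rat TrxR1 (90 nM in the dispensed reagent) was pre-reduced with 400 uM NADPH for 5 min at room temperature, then incubated with compound for 15 min. After 400 uM selenite was added, NADPH fluorescence (Ex 340/Em 450 nm) was followed for 8 min.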
PI4K2A inh: blocks human PI4K2A kinase activity | Q9BTU6 | purified PI4K2A, ADP-Glo luminescence, 1 h; hits give low values | activity change, negative = inhibition, % at 76.9 µM | actives 0.13% (n = 420,000) | AID 1346378; in the data active = activity change below about -50%; inconclusive = mostly about -30% to -49%;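 also: -100% = wells without enzyme as full effect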
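In this quantitative HTS, ADP production by PI4K2A was quantified luminescently after 1 h at ambient temperature; 100 microM adenosine served as plate-quality control.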
Pin1 inh: human Pin1 inhibition | Pin1 FP peptide displacement, HiFluor488, 10 min | actives 0.009% (n = 390,000) | AID 504891 | Potency, µM (top dose mostly 115 µM), inactives show at the highest dose activity, negative = inhibition, most hits filed as inhibitors | Q13526; active = well fitted inhibition curve with a large enough effect in the polarisation, with a control signal flat, not every such curve was filed as active; inconclusive = small, poorly fitted or top-dose-only effect, or effect the other way, or a change in a side signal; inactive = no such curve, though single readings can be large or run the other way; the % refers to the polarisation; also: potency is read from the fitted curve at half-maximal effect; % is scaled to controls: 0 for no effect and ±100 for the full control effect
Target sequence (Q13526 whole entry, looked up): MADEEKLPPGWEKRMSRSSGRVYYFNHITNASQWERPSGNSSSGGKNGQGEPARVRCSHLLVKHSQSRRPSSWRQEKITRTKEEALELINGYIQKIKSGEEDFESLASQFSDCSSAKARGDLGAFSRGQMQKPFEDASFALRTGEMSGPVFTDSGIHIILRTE
HP1b binding inh: inhibitors of HP1-beta chromodomain binding to methylated histone tails. AlphaScreen HP1-beta / biotin-H3K9me3 peptide binding. Potency, µM (top dose mostly 114 µM), for inactives: top-dose activity change, negative = inhibition, usual class: inhibitors. actives 0.56% (n = 390,000). AID 540317; also: potency is read from the fitted curve at half-maximal effect; nearly all actives have a fitted effect of over 70% in size; inactives centre near 23
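HP1-beta protein (50 nM final) preincubated 30 min at room temperature with biotinylated H3(1-18)K9me3 peptide (50 nM) in PBS pH 7.4, 0.01% Tween-20, then compound added for 30 min. AlphaScreen streptavidin donor/nickel chelate acceptor beads (10 ug/mL final), 30 min dark, luminescence read.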
USP1 inh: USP1/UAF1 (human) deubiquitinase inhibition | O94782 | recombinant USP1/UAF1, Ub-Rhodamine cleavage fluorescence | Potency, µM (doses to about 57.1 µM), for inactives: top-dose activity change, negative = inhibition, most hits filed as inhibitors | actives 0.23% (n = 390,000) | AID 743255; also: potency is read from the fitted curve at half-maximal effect; % is scaled to controls: 0 for no effect and ±100 for the full control effect; nearly all actives have a fitted effect of over 60% in size; inactives centre near -12
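1 nM enzyme complex + cpd, 15 min RT; start with Ub-Rho 150nM final; kinetic fluorescence ex 480/em 540, 6 reads q60 s. Buffer 50mM HEPES pH 7.8, 0.5mM EDTA, 0.1 mg/ml BSA, 1mM TCEP, 0.01% Tween-20.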
PGK inhibitor: inhibitors of T. brucei phosphoglycerate kinase | Potency, µM (doses to about 57.5 µM), without a hit: at the highest dose activity change, negative = inhibition, most hits filed as inhibitors | actives 0.043% (n = 380,000) | PGK/GAPDH coupled, Kinase-Glo luminescence, 60 min | AID 602233; also: potency is read from the fitted curve at half-maximal effect; % is scaled to controls: 0 for no effect and ±100 for the full control effect; nearly all actives have a fitted effect of over 60% in size
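Recombinant glycosomal PGK reaction used 1,3-bisphosphoglycerate generated in-well by GAPDH (100nM final) in 100mM TEA pH 7.6, 5mM MgCl2, 0.01% Tween-20. After 60 minutes at room temperature, ATP was read by Kinase-Glo Plus luminescence end-point.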
IDH1 R132H inh: human IDH1 R132H inhibition; Potency, µM (series often up to 76.6 µM), for inactives: at the top dose activity change, negative = inhibition, hits mostly inhibitors; O75874; IDH1-R132H enzyme, NADPH consumption, diaphorase/resazurin fluorescence; actives 0.093% (n = 390,000); also: potency is read from the fitted curve at half-maximal effect; % is scaled to controls: 0 for no effect and ±100 for the full control effect; nearly all actives have a fitted effect of over 65% in size
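IDH1-R132H (0.5 ug/mL dispensed) in pH 7.5 Tris buffer was preincubated 30 min with compound, then given a substrate mix of 0.016 mM NADPH and 2 mM alpha-KG for 80 min at room temperature; remaining NADPH was read by diaphorase/resazurin fluorescence.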
TrxR1 substrate: is turned over as a substrate by rat TrxR1. purified TrxR1 substrate turnover, NADPH consumption readout. Potency, µM (series often up to 114 µM), for inactives: at the highest dose activity change, negative = substrate turnover. actives 0.01% (n = 390,000); also: potency is read from the fitted curve at half-maximal effect; % is scaled to controls: 0 for no effect and ±100 for the full control effect; nearly all actives have a fitted effect of over 50% in size
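Rat TrxR1, dispensed at 90 nM, was prereduced with 400 uM NADPH (final) for 5 min at ~22 deg C, then incubated with compound 15 min before 400 uM selenite. A first-read NADPH fluorescence drop versus no-compound background flagged substrates.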
GLS inh: inhibitors of human glutaminase (GLS) | GLS enzymatic activity, qHTS titration | Potency, µM (doses to about 45.5 µM), for the others: at the top dose activity change, negative = inhibition, most hits filed as inhibitors | actives 0.21% (n = 410,000) | AID 624170; also: potency is read from the fitted curve at half-maximal effect; % is scaled to controls: 0 for no effect and ±100 for the full control effect
Target sequence (O94925 whole entry, looked up): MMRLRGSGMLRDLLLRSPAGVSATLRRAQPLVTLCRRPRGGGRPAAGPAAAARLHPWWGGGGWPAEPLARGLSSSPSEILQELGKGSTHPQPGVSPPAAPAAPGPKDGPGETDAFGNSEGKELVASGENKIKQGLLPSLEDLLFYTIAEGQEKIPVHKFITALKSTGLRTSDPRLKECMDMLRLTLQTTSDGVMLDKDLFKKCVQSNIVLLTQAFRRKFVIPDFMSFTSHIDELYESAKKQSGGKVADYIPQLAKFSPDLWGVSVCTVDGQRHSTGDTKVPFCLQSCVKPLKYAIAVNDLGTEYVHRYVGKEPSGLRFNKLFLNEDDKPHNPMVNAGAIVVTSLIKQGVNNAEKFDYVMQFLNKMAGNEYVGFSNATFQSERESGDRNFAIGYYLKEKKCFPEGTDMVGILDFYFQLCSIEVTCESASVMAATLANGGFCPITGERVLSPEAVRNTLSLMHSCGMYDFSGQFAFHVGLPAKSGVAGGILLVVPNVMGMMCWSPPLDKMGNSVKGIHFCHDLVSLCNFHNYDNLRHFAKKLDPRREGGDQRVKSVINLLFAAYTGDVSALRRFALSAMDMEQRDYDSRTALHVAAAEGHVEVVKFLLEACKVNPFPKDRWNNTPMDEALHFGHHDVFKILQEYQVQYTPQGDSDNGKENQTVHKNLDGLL
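Compounds were pin-transferred onto hKGA, after which L-glutamine (1 mM solution) and a detection mix of glutamate oxidase, HRP and Amplex Red were added. Initial and 30 min RT fluorescence reads were collected.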
The depositor's hits bear a star; i = inactive; ? = inconclusive; . = no result given; [ ] = remark or other dose. Unless noted, calls follow the shape of the dose curve; as a rule, active = well fitted curve in the direction sought with a large enough effect; inconclusive = small, poorly fitted or top-dose-only effect, or another doubt; inactive = no such curve, though single readings can be large; an effect the other way counts as inactive or inconclusive.

Keys – A = rTrxR1 inhibitor; B = PI4K2A inh; C = Pin1 inh; D = HP1b binding inh; E = USP1 inh; F = PGK inhibitor; G = IDH1 R132H inh; H = TrxR1 substrate; I = GLS inh
canonical_smiles: CSC1=C(C#N)C(c2sccc2C)CC(=O)N1 (configuration not stated)
  A: -2%; B: -1; C: -3%; D: 7%; E: -7%; F: 9%; G: 0%; H: -3%; I: 16%

canonical_smiles: O=C(NC(Cc1ccccc1)C(=O)O)NC12CC3CC(CC(C3)C1)C2 (configuration not stated)
  A: 7%; B: -4; C: -16%; D: 45%[activator]; E: -18%; F: 0%; G: 9%; H: -1%; I: 1%

canonical_smiles: CC(C)(C)C(=O)Nc1c(C(=O)N2CCN(c3ccc(F)cc3)CC2)oc2ccccc12
  A: 13%; B: 3; C: 2%; D: 47%[activator]; E: ?; F: -1%; G: 12%; H: 2%; I: 21%

canonical_smiles: CC1CCCC(C)N1C(=O)COC(=O)COc1ccc(C#N)cc1 (configuration not stated)
  A: 6%; B: 0; C: 4%; D: 39%; E: -11%; F: 5%; G: -6%; H: 1%; I: 16%

canonical_smiles: Cc1ccc(C)c(NC(=O)Nn2cnnc2)c1
  A: 47%[activator]; B: 2; C: -18%; D: 13%; E: 0%; F: 3%; G: -10%; H: 10%; I: -1%

canonical_smiles: COc1cc(/C=N/Nc2ccccn2)ccc1O
  A: 4%; B: 1; C: 1%; D: 25%; E: -17%; F: -8%; G: 4%; H: -9%; I: 22%

canonical_smiles: Cc1c(Cl)cccc1NC(=O)CNC(=O)CCCc1nc2ccccc2c(=O)[nH]1
  A: 0%; B: -15; C: 7%; D: 27%; E: 6%; F: 0%; G: -8%; H: -5%; I: 6%

canonical_smiles: COc1cc(C=NC2CCCCC2)ccc1O
  A: .; B: 0; C: .; D: .; E: -25%; F: -4%; G: -4%; H: .; I: 18%

canonical_smiles: Cc1ccc(O)c(NC(=O)c2cc(-c3ccc(F)cc3)no2)c1
  A: 19%; B: -1; C: -10%; D: ?; E: -12%; F: -3%; G: 0%; H: -1%; I: 5%

canonical_smiles: O=c1c2c3c(sc2nc2sc(C4CC4)nn12)CCCC3
  A: -4%; B: 5; C: 14%; D: 51%[activator]; E: -3%; F: -1%; G: 4%; H: -2%; I: 12%

canonical_smiles: COc1ccccc1CC(=O)Nc1ccc(O)cc1C(=O)O
  A: -8%; B: 8; C: -2%; D: -2%; E: -11%; F: -8%; G: 2%; H: 20%; I: -1%

canonical_smiles: COc1cccc(NC(=O)CN(C)C(=O)C23CC4CC(CC(Cl)(C4)C2)C3)c1
  A: 1%; B: -1; C: -2%; D: 27%; E: -7%; F: 7%; G: 27%; H: -3%; I: -2%

canonical_smiles: CC1(C)CC(=O)C=C(c2ccc(COC(=O)/C=C/c3ccccc3)cc2)C1=O
  A: .; B: 2; C: .; D: .; E: -14%; F: i; G: 7%; H: .; I: 4%

canonical_smiles: CCOc1cc(C(=O)OCC(=O)c2cc(C)n(CC3CCCO3)c2C)ccc1OCC(=O)N1CCOCC1 (configuration not stated)
  A: -13%; B: -2; C: ?; D: 5%; E: -9%; F: 0%; G: 0%; H: -5%; I: -1%

canonical_smiles: CCOC(=O)c1[nH]c2ccccc2c1NC(=O)CC(C)(C)C
  A: -2%; B: 2; C: ?; D: 41%[activator]; E: -28%; F: 4%; G: -8%; H: 7%; I: 6%

canonical_smiles: COc1ccc(NC(=O)CSc2nnc(NC(=O)Nc3ccccc3)s2)c(OC)c1
  A: 16%[57.1 µM]; B: 2; C: 1%; D: 48%[activator]; E: -2%; F: i; G: -1%; H: 5%[57.1 µM]; I: 4%

canonical_smiles: COc1cccc(Oc2cncnc2-c2ccc(OC)cc2O)c1
  A: 0%; B: 11; C: 0%; D: 36%; E: -8%; F: 4%; G: 4%; H: -5%; I: -2%

canonical_smiles: C=CCn1c(C)nnc1SCC(=O)Nc1oc(C)c2c(C)n[nH]c(=O)c12
  A: -19%; B: 4; C: 6%; D: 37%; E: -5%; F: 2%; G: 3%; H: -7%; I: 1%

canonical_smiles: Cc1ccc(C(=O)OCC(=O)NC2CC2)cc1S(=O)(=O)N1CCOCC1
  A: -7%; B: 0; C: 7%; D: 32%; E: -12%; F: -5%; G: 3%; H: 2%; I: -3%

canonical_smiles: Clc1ccc(CSc2ncccn2)cc1
  A: 23%; B: 1; C: -8%; D: 66%[activator]; E: -14%; F: .; G: 6%; H: 4%; I: -1%

canonical_smiles: Cc1noc(C)c1C(=O)OC(C)C(=O)NC(C)c1ccc(Cl)cc1Cl (configuration not stated)
  A: 27%; B: -8; C: 1%; D: 39%[activator]; E: -20%; F: 1%; G: -5%; H: 3%; I: -2%

canonical_smiles: NC(=O)C1CCN(C(=O)c2ccco2)CC1
  A: 2%; B: -1; C: 1%; D: 32%; E: 11%; F: 5%; G: 2%; H: 6%; I: -2%

canonical_smiles: COc1ccc(C(=O)CCC(=O)N2CCN(c3cc(C)ccc3C)CC2)cc1
  A: 10%; B: -7; C: 18%; D: 47%[activator]; E: -24%; F: i; G: 9%; H: -6%; I: 2%

canonical_smiles: O=S(=O)(Nc1ccc(Cl)cc1)c1cccc2cccnc12
  A: 0%[57.1 µM]; B: 2; C: -2%; D: 5%; E: -6%; F: i; G: 11%; H: 9%[57.1 µM]; I: -2%

canonical_smiles: CCC(=O)NCCNc1nc2cc(C)cc(C)c2cc1C#N
  A: 28%; B: -2; C: 4%; D: 36%; E: -22%; F: -4%; G: 6%; H: 40%[activator]; I: 2%

canonical_smiles: CCC(C)NC(=O)C1CCC(CNS(=O)(=O)c2ccc3c(c2)CC(C)N3C(=O)C2CC2)CC1 (configuration not stated)
  A: 21%; B: 1; C: -6%; D: 10%; E: -14%; F: i; G: 3%; H: 8%; I: -8%

canonical_smiles: Cc1ccc(S(=O)(=O)Nc2ccccc2F)cc1C(=O)NNC(=O)c1csc(N2CCOCC2)n1
  A: 0%[57.1 µM]; B: 1; C: -2%; D: 34%; E: -3%; F: -1%; G: -2%; H: -1%[57.1 µM]; I: 9%

Compound profiles, from the list above. Screens in order: rTrxR1 inhibitor | PI4K2A inh | Pin1 inh | HP1b binding inh | USP1 inh | PGK inhibitor | IDH1 R132H inh | TrxR1 substrate | GLS inh
Record of COc1ccc(NC(=O)CSc2nnc(NC(=O)Nc3ccccc3)s2)c(OC)c1 = 16%[57.1 µM] | 2 | 1% | 48%[activator] | -2% | i | -1% | 5%[57.1 µM] | 4%
Record of CCC(C)NC(=O)C1CCC(CNS(=O)(=O)c2ccc3c(c2)CC(C)N3C(=O)C2CC2)CC1 (configuration not stated) = 21% | 1 | -6% | 10% | -14% | i | 3% | 8% | -8%
Record of Cc1noc(C)c1C(=O)OC(C)C(=O)NC(C)c1ccc(Cl)cc1Cl (configuration not stated) = 27% | -8 | 1% | 39%[activator] | -20% | 1% | -5% | 3% | -2%
Record of Cc1ccc(C(=O)OCC(=O)NC2CC2)cc1S(=O)(=O)N1CCOCC1 = -7% | 0 | 7% | 32% | -12% | -5% | 3% | 2% | -3%
Record of C=CCn1c(C)nnc1SCC(=O)Nc1oc(C)c2c(C)n[nH]c(=O)c12 = -19% | 4 | 6% | 37% | -5% | 2% | 3% | -7% | 1%

Some of the compounds tested. The share of hits here may be higher or lower than overall.
